# High-throughput results deposited in PubChem by several laboratories.
# NPY-Y1 antag = antagonists of human neuropeptide Y receptor Y1; P25929; HEK293-CNG Y1 cells, membrane potential fluorescence; NPY at EC95, then isoproterenol; inhibition, % at 3.6 µM; 200,000 tested, 1% active; AID 1040;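 active = inhibition above the campaign mean inhibition of all tested compounds plus 3 SD, cut at about 20% in these data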;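 note: 0% = DMSO wells given NPY plus isoproterenol and 100% = isoproterenol alone without NPY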
# Target sequence (P25929 whole entry, looked up): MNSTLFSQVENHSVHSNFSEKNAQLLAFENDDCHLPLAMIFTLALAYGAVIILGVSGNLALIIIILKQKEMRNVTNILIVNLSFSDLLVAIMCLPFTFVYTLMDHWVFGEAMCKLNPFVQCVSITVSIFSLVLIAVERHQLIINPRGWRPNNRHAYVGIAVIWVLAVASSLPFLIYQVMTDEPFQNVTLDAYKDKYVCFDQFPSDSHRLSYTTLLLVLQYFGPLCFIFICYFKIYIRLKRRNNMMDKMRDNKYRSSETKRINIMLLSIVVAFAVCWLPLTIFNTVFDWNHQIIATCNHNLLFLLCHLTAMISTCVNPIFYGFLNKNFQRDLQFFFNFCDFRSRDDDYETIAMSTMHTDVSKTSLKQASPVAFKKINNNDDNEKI
#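 Material: HEK293 Y1/CNG channel cell line; also added: NPY (25 nM), isoproterenol (1 µM), Ro 20-1724 (25 µM); doses: one concentration, 3.6 µM, in 0.4% DMSO; schedule: compound incubation 1 h at room temperature, readout 45 min post-stimulation; technique: membrane potential fluorescence; measure: fluorescence ratio normalized to % inhibition between controls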
# 14-3-3 Bad inh = disrupts binding of bovine 14-3-3 zeta to phospho-Bad peptide | P63103 | 220,000 tested, 0.71% active | inhibition, % at 21.7 µM | TR-FRET 14-3-3zeta/Dy647-pBad peptide displacement, 1 h | AID 781;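 active = inhibition above about 70%, limit read from the data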;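 note: 0% = full 14-3-3 plus peptide FRET controls and 100% = background without 14-3-3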
# Target sequence (P63103 whole entry, looked up): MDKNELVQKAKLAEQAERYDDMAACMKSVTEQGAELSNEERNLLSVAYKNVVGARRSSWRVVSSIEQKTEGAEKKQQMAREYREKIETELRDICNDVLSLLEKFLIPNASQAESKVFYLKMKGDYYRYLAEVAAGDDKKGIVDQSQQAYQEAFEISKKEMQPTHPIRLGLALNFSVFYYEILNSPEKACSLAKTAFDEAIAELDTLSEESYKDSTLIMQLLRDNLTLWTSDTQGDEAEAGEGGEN
# EP2 mod = modulates human prostaglandin E2 receptor EP2 signaling. P43116. induction, % at 25 µM. AID 940. 260,000 tested, 0.83% active. EP2-expressing cells, cAMP HTRF FRET, PGE2 co-stimulation;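 active = compounds whose cAMP rise, as percent of the full-agonist control response, exceeds 60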;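 note: rat C6 glioma line stably carrying human EP2 under a CMV promoter; the protocol text gives 20 µM as final concentration; 100% = response of wells given 1 µM PGE2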
# Target sequence (P43116 whole entry, looked up): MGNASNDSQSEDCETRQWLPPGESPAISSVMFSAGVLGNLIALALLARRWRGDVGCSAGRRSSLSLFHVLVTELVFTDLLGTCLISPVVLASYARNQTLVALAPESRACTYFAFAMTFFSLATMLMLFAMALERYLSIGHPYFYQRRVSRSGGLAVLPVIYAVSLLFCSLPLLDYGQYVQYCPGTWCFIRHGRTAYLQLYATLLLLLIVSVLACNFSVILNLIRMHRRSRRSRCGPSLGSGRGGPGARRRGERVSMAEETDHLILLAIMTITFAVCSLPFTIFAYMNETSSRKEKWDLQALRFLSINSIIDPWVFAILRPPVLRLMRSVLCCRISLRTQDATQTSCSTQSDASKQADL
# CHOP inhibitor = inhibitors of CHOP induction in ER stress response; inhibition, % at 10 µM; CHO-K1 CHOP-promoter luciferase, tunicamycin-induced, 15-18 h; 220,000 tested, 3.8% active;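 active = compounds that reduced the stress-induced luciferase reporter signal by more than about 70% of percent inhibition, limit read from the data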;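 note: 0% = tunicamycin plus vehicle and 100% = wells without tunicamycin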
# TRPML3 agonist = activates the human TRPML3 channel. Q8TDD5. HEK293 TRPML3-YFP, Fluo-8 calcium fluorescence; 100% = the carbachol control signal. activation, % at 3 µM. 220,000 tested, 0.29% active. AID 1448;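 active = activation above its plate's cutoff, the mean activation of the plate's test wells plus 3 SD, cut at about 12% in these data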;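 note: 0% = DMSO only wells and 100% = carbachol wells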
#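 Test system: TRPML3-YFP stable HEK293 cells. Doses: single point at 3 µM. Incubation: dye loading 1 h 37 °C then 30 min ambient, 125 s read. Signal: Fluo-8 calcium dye fluorescence, ex 470-495, em 515-575 nm. Measure: percent activation from peak-to-basal fluorescence ratio, scaled between DMSO and carbachol.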
# PPC-1+TRAIL kill = kills PPC-1 cancer cells in the presence of TRAIL | 220,000 tested, 0.41% active | PPC-1 cells + TRAIL, ATPLite viability luminescence | cell killing (% activity), % at 4 µM;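 active = cell killing above 50% in the first pass at 4 µM, then a duplicate retest at 5 µM averaging 50% or more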;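 note: plate controls were cells with TRAIL plus DMSO for no effect and medium-only wells lacking cells for full effect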
# TRPN1 ag = zebrafish TRPN1 (NompC) channel agonism | 220,000 tested, 0.18% active | activation, % at 3 µM | HEK293 zebrafish TRPN1-YFP, Fluo-8 calcium fluorescence; 100% = response to 87 µM carbachol | AID 1424;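 active = activation above its plate's cutoff, the mean activation of test wells on that plate plus 3 SD, cut at about 19% in these data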;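 note: 0% = DMSO alone and 100% = 87 µM carbachol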
#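 Assay system: Zebrafish TRPN1-YFP in HEK293 cells | Incubation: Dye loading 1 h at 37 °C, then 30 min room temperature | Measured by: Kinetic Fluo-8 fluorescence, ex 470-495, em 515-575 nm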
# NPY-Y1 PAM-ag = human NPY-Y1 potentiation or agonism, primary screen. P25929. NPY-Y1 expressing cells, potentiator/agonist activation. activation, % at 3.6 µM. 220,000 tested, 0.37% active; in the data active = activation above about 33%, passing the limit was not always enough;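 note: cells stimulated with NPY at EC10 then isoproterenol at EC100; 0% = low agonist plus stimulus and 100% = saturating agonist plus stimulus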
# EP2 antag = EP2 receptor (human) inhibition; C6 glioma cells expressing human EP2, cAMP TR-FRET; cells stimulated with saturating PGE2; 260,000 tested, 0.52% active; P43116; inhibition, % at 25 µM;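 active = percent inhibition above 40 after rounding to a whole number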;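 note: rat C6 glioma host cells with rolipram phosphodiesterase inhibitor present; the protocol text gives 20 µM as final concentration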
# * = called active by the depositor; nt = no result given; & = joins results of further samples; [ ] = remark or other dose.
SMILES,NPY-Y1 antag,14-3-3 Bad inh,EP2 mod,CHOP inhibitor,TRPML3 agonist,PPC-1+TRAIL kill,TRPN1 ag,NPY-Y1 PAM-ag,EP2 antag
COc1ccc(NS(=O)(=O)c2cccc(NC(=O)NC3CCCCC3)c2)cc1,-2.0,9.6,-21.3,21.4,0.1,26.8,-0.4,25.2,2.3
CC1(C)O[C@@H]2[C@@H](CO[C@@]3(COS(N)(=O)=O)OC(C)(C)O[C@@H]23)O1,-5.1,-4.0,13.9,-5.4,1.2,-2.7,2.4,11.5,15.7&12.7
CCc1ccc(C(=O)CSC2=C(C#N)C(c3ccco3)C(C(C)=O)=C(C)N2)cc1 (configuration not stated),-2.0,-1.8[fluorescence artefact?],-22.2,33.7,-0.2,3.3,-1.4,-7.0,15.0
CCn1c(O)c(C=NCc2cccs2)c(=O)n(CC)c1=S,1.5,3.9,16.8,73.2*,0.1,23.2,0.2,3.4,8.3
O=C(NCc1n[nH]c(=S)n1-c1cccc(Cl)c1)c1ccc(S(=O)(=O)N2CCCC2)cc1,-2.0,-10.4,15.7,21.7,0.1,-0.3,1.3,11.8,8.2
CCN(CC)c1ccc(N=Nc2nn(C)c(C)c2[N+](=O)[O-])cc1,-3.2,-25.4,3.2,6.4,-1.3,41.9,-4.3,4.8,5.2
CCCCn1c(SCC(=O)c2ccc(OC)c(OC)c2)nc2cc(S(N)(=O)=O)ccc21,0.5,-15.8,12.4,-5.2,-0.2,-17.0,0.4,-40.1,10.1
CN(C)CCSc1nnc2sc3ccccc3n12,6.2,-9.6,22.0,-10.5,0.9,-10.4,0.9,-20.0,5.2
CCOC(=O)C1(Cc2cccc(OC)c2)CCN(C(C)COC)CC1 (configuration not stated),3.3,-11.3,9.9,26.4,-0.1,2.1,-0.8,-2.5,3.0
COc1ccccc1Nc1nc(Cl)nc(NC(C)(C)C)n1,-3.9,-8.2,-48.9,67.0,-0.3,-12.9,-2.4,22.6,7.0
COc1cccc(-c2noc(C3CCCN(S(=O)(=O)c4cccc(Cl)c4C)C3)n2)c1 (configuration not stated),29.9*,-5.5,8.4,15.9,0.9,9.8,1.2,1.6,9.4
Cc1ccc(C)[n+](CC(=O)c2ccc(-c3ccccc3)cc2)c1,1.6,-0.9,-34.3,11.8,0.8,17.3,1.9,-2.9,3.5
NC(=O)c1oc2ccccc2c1NC(=O)c1ccc(F)cc1,-1.4,2.6,-7.6,31.2,0.5,24.5,0.9,-7.0,9.8
CCOC(=O)C1(CCCc2ccccc2)CCN(Cc2cnn(C)c2)CC1,3.7,-12.0,-18.2,27.0,1.2,8.9,0.3,-22.4,6.5
CCC(C)N1C(=O)N(C)C2NC(=O)NC21 (configuration not stated),5.4,-2.9,27.2,9.0,0.6,5.8,-0.1,-4.9,6.5
O=C(NCc1cccs1)c1cccn2c(=O)c3sccc3nc12,6.5,0.3,48.3,1.4,0.5,4.8,0.2,-12.2,14.7
Cc1ccc(-c2cc(-c3ccccc3)c(C#N)c(N)n2)o1,-2.8,17.7[fluorescence artefact?],41.0,95.1*,0.0,4.6,0.1,-7.0,9.2
CCCCCc1cc(=O)oc2c(C(CCN3CCCC3)c3ccc(N(C)C)cc3)c(OC)cc(OC)c12 (configuration not stated),nt,5.5,-1.4,43.4,nt,8.0,nt,nt,8.0
COc1ccc(S(=O)(=O)N2CCCCC2)cc1,2.6,-5.2[fluorescence artefact?],-1.3,20.9,0.7,7.9,0.5,-9.6,9.6
O=C(Oc1ccc2ccc(=O)oc2c1)N1CCOCC1,0.9,-2.4,15.2,-1.2,-0.1,7.6,-0.2,7.2,nt
O=C(CN1CCN(c2ccccc2O)CC1)NC(=O)NC1CCCC1,5.1,3.3,0.7,20.7,0.2,6.1,0.1,-13.1,-0.5
Cc1cccc(C(=O)NNC(=O)c2ccc(F)cc2)c1,1.1,1.5,27.4,11.7,0.5,-0.8,1.9,12.8,7.3
Cc1cc(C)nc(SCC(=O)c2ccc(O)cc2O)n1,-2.2,0.2,27.0,15.5,0.2,-7.1,-0.4,7.6,6.8
CCOC(=O)c1cc(OC(=O)c2ccccc2OC)n(-c2ccccc2)n1,0.5,32.7[fluorescence artefact?],25.5,80.5*,1.2,-5.7,0.3,6.5,3.0
O=C(Cn1cnc2c(nnn2Cc2ccc(Cl)cc2)c1=O)N1CCCc2ccccc21,-0.7,-1.6,-27.1,21.5,-0.4,-10.8,-1.1,25.1,9.3
Cc1ccccc1C(=O)Nc1ccccc1-n1cccc1,6.0,1.3,6.0,19.1,-0.1,14.4,-1.0,9.5,16.1
COc1ccc(OC)c(/C=N\NC(=O)c2ccc(=O)n(C)c2)c1,-2.7,-1.7[fluorescence artefact?],3.8,8.1,1.1,13.8,1.7,-2.9,8.4
Cc1ccc(-c2noc(CCC(=O)Nc3ccccc3N3CCN(C)CC3)n2)cc1,6.3,0.2[fluorescence artefact?],-18.0,16.5,0.5,3.9,1.1,-20.2,17.0
CCc1nnc(NC(=O)c2cccc(S(=O)(=O)N(C)c3ccccc3)c2)s1,-1.4,-1.2,4.4,7.5,-0.9,29.3,0.0,4.2,nt
COc1ccc(C2C(C#N)=C(N)Oc3cc(C)[nH]c(=O)c32)cc1OC (configuration not stated),nt,1.9,-17.7,-4.8,0.6,5.2,1.1,13.9,6.8
O=C(CSc1nnc(Cc2ccccc2)o1)c1ccc(F)cc1,nt,1.9,-18.0,10.5,-0.2,-4.8,-1.6,-26.2,11.6
COc1cc(C2C3=C(Nc4nc(N)[nH]c(=O)c42)c2ccccc2C3=O)ccc1O (configuration not stated),nt,5.3,-8.0,7.9,0.4,10.9,0.6,26.8,6.5
COc1c(Cl)cccc1-c1cn2ccc(C)cc2n1,nt,2.3,-85.8,-20.6,0.6,30.5,-0.2,3.9,11.2
Cc1ccc2c(Cl)c(C(=O)NCc3cccnc3)sc2c1,2.8,-3.9,-26.4,35.9,0.7,12.6,-0.2,1.8,5.9
COc1ccc(CC(=O)NNC(=O)CSc2nnc(C)n2-c2ccccc2)cc1,-4.2,-5.6,-3.7,-5.9,0.3,8.1,1.7,4.6,5.3
CC1CN(c2ccc([N+](=O)[O-])cn2)CC(C)O1 (configuration not stated),nt,-5.6,-7.8,5.8,0.6,13.4,-1.2,2.4,9.9
Cc1cc(C)nc(NC(=O)/C=C/c2ccc(Cl)cc2)n1,nt,0.2,-21.2,8.2,0.4,-2.4,0.2,-9.3,13.9
N#Cc1c(NC(=O)CSc2n[nH]c(N)n2)oc(-c2ccccc2)c1-c1ccccc1,2.4,5.7[fluorescence artefact?],-5.9,-22.1,0.8,-0.6,-0.7,-35.6,11.9
COc1ccc(N2CCN(CC(O)c3c[nH]c4ccc(OC)cc34)CC2C)cc1 (configuration not stated),0.9,0.9,2.9,26.6,1.4,17.0,2.9,9.1,11.7
CCC(=O)N(C)C(c1ccccc1Cl)c1nnnn1-c1c(C)cccc1C (configuration not stated),7.8,-7.3,28.9,27.9,0.8,18.2,0.3,17.2,13.2

# One compound at a time, from the list above:
# CCCCCc1cc(=O)oc2c(C(CCN3CCCC3)c3ccc(N(C)C)cc3)c(OC)cc(OC)c12 (configuration not stated) is listed with NPY-Y1 antag = nt; 14-3-3 Bad inh = 5.5; EP2 mod = -1.4; CHOP inhibitor = 43.4; TRPML3 agonist = nt; PPC-1+TRAIL kill = 8.0; TRPN1 ag = nt; NPY-Y1 PAM-ag = nt; EP2 antag = 8.0
# CCOC(=O)c1cc(OC(=O)c2ccccc2OC)n(-c2ccccc2)n1 is listed with NPY-Y1 antag = 0.5; 14-3-3 Bad inh = 32.7[fluorescence artefact?]; EP2 mod = 25.5; CHOP inhibitor = 80.5*; TRPML3 agonist = 1.2; PPC-1+TRAIL kill = -5.7; TRPN1 ag = 0.3; NPY-Y1 PAM-ag = 6.5; EP2 antag = 3.0

# The listing picks up with the 4 entries that preceded the break.
SMILES,NPY-Y1 antag,14-3-3 Bad inh,EP2 mod,CHOP inhibitor,TRPML3 agonist,PPC-1+TRAIL kill,TRPN1 ag,NPY-Y1 PAM-ag,EP2 antag
Cc1cc(C)nc(NC(=O)/C=C/c2ccc(Cl)cc2)n1,nt,0.2,-21.2,8.2,0.4,-2.4,0.2,-9.3,13.9
N#Cc1c(NC(=O)CSc2n[nH]c(N)n2)oc(-c2ccccc2)c1-c1ccccc1,2.4,5.7[fluorescence artefact?],-5.9,-22.1,0.8,-0.6,-0.7,-35.6,11.9
COc1ccc(N2CCN(CC(O)c3c[nH]c4ccc(OC)cc34)CC2C)cc1 (configuration not stated),0.9,0.9,2.9,26.6,1.4,17.0,2.9,9.1,11.7
CCC(=O)N(C)C(c1ccccc1Cl)c1nnnn1-c1c(C)cccc1C (configuration not stated),7.8,-7.3,28.9,27.9,0.8,18.2,0.3,17.2,13.2
CC(C)(CN1CCc2ccccc2C1)NS(=O)(=O)c1ccccc1,nt,2.2,7.7,0.9,0.3,-3.2,-0.5,8.7,5.8
O=C(CN(CCc1ccccc1)S(=O)(=O)c1ccc(Cl)cc1)N/N=C/c1ccc2c(c1)OCO2,0.1,-8.7,29.9,76.8*,0.3,33.7,-1.5,-4.0,5.3
CCCCCCNC(=O)Cc1c(O)c2ccccc2[nH]c1=O,2.7,0.9[fluorescence artefact?],32.6,9.3,-0.2,6.1,1.4,5.5,-0.2
CC1C(C#N)=C(N)OC2=C1C(=O)CC(c1ccccc1)C2 (configuration not stated),-0.1,-18.9,-9.8,16.8,0.2,6.3,0.5,8.3,3.8
O=C(CN1CCOc2ccccc21)N1CCN(c2cccc(Cl)c2)CC1,-1.1,nt,nt,nt,0.5,nt,1.9,9.8,4.2
O=C(COc1ccccc1O)NNc1ccccc1,-2.3,-10.7[fluorescence artefact?],3.2,0.3,0.5,5.0,2.7,1.4,6.9
Cc1cccc(NC(=O)c2sc(NC(=O)COc3ccccc3)c(C#N)c2C)c1C,1.3,-8.9,-2.4,67.4,0.9,-19.4,0.6,0.0,17.4
Cn1c(=O)n(C)c2cc(/C=N/NC(=O)c3ccncc3)ccc21,3.1,-10.2,1.2,-14.8,0.2,-9.7,0.5,-8.8,5.4
CC(=O)Nc1cc(-c2nn3c(C)nnc3s2)ccc1C,2.2,8.8,13.2,15.7,0.5,-3.8,1.3,-4.9,6.3
O=C(NCc1ccc(F)cc1)C1CCCN(C(=O)Nc2ccccc2)C1 (configuration not stated),-6.4,3.7,4.9,-8.3,-1.0,-17.9,-0.1,-0.8,6.1
CCOC(=O)C1(Cc2cccc(OC)c2)CCN(Cc2cnc(N)nc2)CC1,8.9,-6.4,-1.2,13.9,0.1,6.9,1.1,0.3,4.5

# Some of the compounds tested. The share of hits here may be higher or lower than overall.
